Screens as filed in PubChem BioAssay.
EPAC1 agonist = activates human EPAC1 exchange factor; EPAC1 agonist qHTS, biochemical assay; response scale: 100% = response to 6.5 mM cAMP; Potency, µM (series often up to 154 µM), inactives show top-dose activation, most hits filed as activators; actives 0.073% (n = 360,000); AID 720707; O95398; further: nearly all actives have a fitted effect of over 60% in size
Target sequence (O95398 whole entry, looked up): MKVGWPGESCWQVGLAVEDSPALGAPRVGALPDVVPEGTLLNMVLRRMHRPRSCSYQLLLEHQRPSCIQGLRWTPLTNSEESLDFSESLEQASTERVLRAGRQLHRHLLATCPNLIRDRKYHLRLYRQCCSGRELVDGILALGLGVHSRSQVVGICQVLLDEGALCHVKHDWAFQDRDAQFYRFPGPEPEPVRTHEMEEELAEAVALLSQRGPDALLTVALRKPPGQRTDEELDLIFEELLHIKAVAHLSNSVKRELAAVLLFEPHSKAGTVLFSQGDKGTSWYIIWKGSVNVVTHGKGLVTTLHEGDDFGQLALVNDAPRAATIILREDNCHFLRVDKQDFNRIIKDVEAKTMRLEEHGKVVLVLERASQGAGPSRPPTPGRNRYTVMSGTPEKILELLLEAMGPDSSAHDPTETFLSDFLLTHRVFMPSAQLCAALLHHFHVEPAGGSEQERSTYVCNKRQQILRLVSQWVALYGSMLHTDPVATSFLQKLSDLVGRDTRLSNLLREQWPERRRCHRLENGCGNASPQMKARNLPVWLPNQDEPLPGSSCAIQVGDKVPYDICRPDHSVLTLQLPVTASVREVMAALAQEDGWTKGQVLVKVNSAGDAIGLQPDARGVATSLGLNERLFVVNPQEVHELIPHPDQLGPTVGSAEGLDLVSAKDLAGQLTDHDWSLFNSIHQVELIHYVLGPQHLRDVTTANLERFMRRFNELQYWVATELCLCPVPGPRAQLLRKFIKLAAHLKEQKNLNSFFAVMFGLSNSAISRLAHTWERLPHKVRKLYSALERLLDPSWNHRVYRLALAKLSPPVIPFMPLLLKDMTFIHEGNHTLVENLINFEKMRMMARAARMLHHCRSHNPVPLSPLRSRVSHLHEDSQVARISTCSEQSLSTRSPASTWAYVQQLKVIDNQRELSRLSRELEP
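Fluorescent GDP-exchange assay: 100 nM EPAC1 with 250 nM Rap1B preloaded with BODIPY-GDP and 50 uM GDP; compounds tested as concentration series, 5 min at room temperature, then read every 5 min for 30 min (ex 480/em 540 nm); normalized to 6.5 mM cAMP.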
TDP43 rescue = inhibitors of TDP-43 toxicity in yeast | TDP-43 expressing yeast growth rescue, BacTiter-Glo, 24 h | Potency, µM (titrated, usually from 46.1 µM), for the others: at the highest dose growth rescue (activation), hits mostly activators | actives 1.8% (n = 410,000) | AID 652104; further: % of control where 0% means no effect; nearly all actives have a fitted effect of over 50% in size
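Readout is BacTiter-Glo luminescence of cell growth, so inhibitors register as activators. TDP-43-expressing yeast at OD600=0.02 in galactose medium, after raffinose pregrowth to mid-log, were incubated with compound for 24 hr at 30 deg C.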
EPAC2 ag = activates human EPAC2 exchange factor. AID 720711. EPAC2 activation, biochemical qHTS; response scale: 100% = 6.5 mM cAMP response. Potency, µM (highest dose often 154 µM), inactives show at the highest dose activation, most hits filed as activators. actives 0.079% (n = 360,000); further: nearly all actives have a fitted effect of over 50% in size
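Each well held 100 nM EPAC2, 250 nM RAP1B-BODIPY-GDP and 50 uM GDP. Fluorescence, read at 5-min intervals to 30 min, was referenced to a 6.5 mM cAMP positive control.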
EPAC2 antagonist = EPAC2 (human) antagonism; Q8WZA2; EPAC2 GEF exchange of Rap1B-BODIPY-GDP, fluorescence; Potency, µM (titrated, usually from 114 µM), for the others: top-dose activity, negative = inhibition, usual class: inhibitors; actives 0.18% (n = 360,000); AID 720708; further: on the % scale 0 is the no-effect control and ±100 the full control effect; nearly all actives have a fitted effect of over 45% in size; many of its hits are not listed in these tables
aSyn yeast inh = rescues yeast growth from alpha-synuclein toxicity | actives 0.14% (n = 370,000) | Yeast expressing alpha-synuclein, growth rescue, BacTiter-Glo, 24 h | Potency, µM (series often up to 46.1 µM), for the others: at the top dose growth rescue (activation), actives largely listed as activators; further: % of control where 0% means no effect; nearly all actives have a fitted effect of over 65% in size
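Screening used galactose-induced yeast with toxic alpha-synuclein levels, exposed to compound for 24 hr at 30 deg C. Cell growth, read with BacTiter-Glo luminescence, gave the measured signal.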
PTHR1 agonist = PTHR1 (human) receptor agonism | HEK293 GP2 PTHR1 cells, GloSensor cAMP luminescence, 1 h | Potency, µM (titrated, usually from 115 µM), for inactives: top-dose activation, usual class: activators | actives 0.075% (n = 410,000); further: nearly all actives have a fitted effect of over 55% in size; some results filed as inactive show a strong effect at the top dose; inactives centre near -15; many of its hits are not listed in these tables
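HEK-293-derived GP2 cells expressing PTHR1 and a GloSensor cAMP reporter, 3,000/well, plated overnight, given luciferin plus IBMX (each 0.5 mM as added) for 1 h at 37 °C, then compound for 1 h at 37 °C. Luminescence was read after 15 min at room temperature.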
FUS suppressor = suppressors of FUS proteinopathy in yeast. AID 1347120. actives 0.24% (n = 390,000). S. cerevisiae FUS-expressing, growth rescue, OD600, 24 h. Potency, µM (series often up to 76.6 µM), inactives show top-dose growth rescue (activation), most hits filed as activators;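 further: plate controls were DMSO vehicle for no effect and reference control for full effect; nearly all actives have a fitted effect of over 55% in size; some results filed as inactive show a strong effect at the top dose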
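Yeast FUS proteinopathy model; galactose-induced FUS (2%), starting OD 0.005. Cpds in dilution series, 24hr, 30C, 99% humidity. Abs 600 nm growth. Pos ctrl CP55940 (top 92uM final); neg ctrl DMSO.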
EPAC1 antag = EPAC1 (human) antagonism | O95398 | EPAC1 GEF assay, Rap1b-BODIPY-GDP exchange fluorescence | Potency, µM (doses to about 115 µM), without a hit: at the highest dose activity change, negative = inhibition, hits mostly inhibitors | actives 0.14% (n = 360,000) | AID 720709;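 further: plate controls were vehicle for no effect and positive control for full effect; nearly all actives have a fitted effect of over 50% in size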
The depositor's hits bear a star; i = inactive; ? = inconclusive; · = not tested or not shown; & = joins results of further samples; [ ] = dose if it differs, or a comment. The call rests on the fitted dose curve; in most records, active means well fitted curve in the direction sought with a large enough effect; inconclusive means small, poorly fitted or top-dose-only effect, or another doubt; inactive means no such curve, though single readings can be large; an effect the other way counts as inactive or inconclusive. Potency means the concentration at half of the fitted maximal effect.

SMILES	EPAC1 agonist	TDP43 rescue	EPAC2 ag	EPAC2 antagonist	aSyn yeast inh	PTHR1 agonist	FUS suppressor	EPAC1 antag
COc1ccc(C2(C(=O)NCc3ccccc3Cl)CCOCC2)cc1OC	11.4%	5.5%	12.6%	3.1%	-2.5%	-1.0%	21.0%	-15.2%
CC(=O)Nc1c(Br)cc2c(c1Br)Cc1cc([N+](=O)[O-])ccc1-2	1.9%	-9.9%	-4.7%	-12.5%	22.5%	-10.1%	20.5%	-7.6%
Cc1cccc(-n2cnc(C(=O)NC3CCCCCC3)c2)n1	1.3%	6.1%	-4.9%	-6.1%	-0.8%	-15.0%	12.2%	7.1%
CC1CN(S(=O)(=O)c2ccc(C(=O)N3CCc4ccccc43)cc2)CC(C)O1 (stereo not drawn)	12.6%	-11.8%	8.4%	-1.2%	-3.1%	i	·	-1.4%
Cc1ccc(S(=O)(=O)N(C)C)cc1NC(=O)COC(=O)c1sc2cc(Cl)ccc2c1Cl	3.5%	-4.9%	1.9%	11.4%	0.9%	i	-36.3%	-3.9%
Cc1onc(-c2c(F)cccc2Cl)c1C(=O)N1CCc2ccccc21	9.9%	?	21.5%	-4.0%	13.9%	-9.6%	20.7%	1.5%
CCC(=O)N1CCc2cc(S(=O)(=O)CCC(=O)NCc3ccc(OC)cc3)ccc21	-3.7%	-23.4%&0.8%	9.5%	18.9%	-12.1%	-14.8%&17.9%	37.9%&6.8%	4.7%
Cc1cnc(=O)[nH]c1SCC(=O)c1ccc(F)cc1	-5.2%	7.1%	0.4%	-3.5%	0.7%	i	14.4%	9.8%
CN1CCN(S(=O)(=O)c2cccc(C(=O)Nc3ccccc3N3CCCC3)c2)CC1	11.6%	-9.0%	16.9%	1.1%	-6.1%	-20.4%	22.7%	4.3%
COc1ccc(N2CCN(C(=O)c3ccccc3)CC2)c([N+](=O)[O-])c1	0.3%	?	7.2%	-1.2%	14.1%	-8.5%	4.4%	-0.2%
Cc1ccc(OCCN(C)C(=O)C2CCC(=O)N(CCCN3CCOCC3)C2)cc1 (stereo not drawn)	7.6%	7.3%	7.2%	-4.5%	-5.3%	3.7%	-6.4%	3.9%
COC(=O)c1sccc1NC(=O)CC1C(=O)NCCN1C(=O)c1ccc(N(C)C)cc1 (stereo not drawn)	-1.0%	22.8%	-1.2%	10.8%	4.0%	i	8.1%	10.8%
Cc1ccc2nc(SC(C)C(=O)N3CCCC3)[nH]c2c1 (stereo not drawn)	4.1%	-3.0%	2.5%	-4.9%	-6.6%	i	14.4%	3.7%
CC(C)C(NC(=O)C1CCCCC1)C(=O)NC1=NCCS1 (stereo not drawn)	4.1%	1.1%	1.8%	-6.3%	-19.1%	i	2.4%	-8.1%
CCOc1cc2[nH]c(=S)n(CCCN(CC)CC)c(=O)c2cc1OCC	0.5%	1.2%	0.1%	-4.1%	-4.2%	-13.9%[57.5 µM]	-4.7%	-7.3%
O=c1cc(CN2CCc3ccccc32)nc2sccn12	6.9%	?	-9.3%	-5.0%	-1.9%	i	?	?
COCCN(C(=O)c1ccc(C)c(S(=O)(=O)N2CCOCC2)c1)c1c(N)n(CC(C)C)c(=O)[nH]c1=O	11.1%	11.5%	8.9%	8.1%	-2.1%	i	·	4.9%
CCOc1ccc2nc(SCC(=O)NNC(=O)c3ccco3)c(C)cc2c1	-1.5%	-12.7%	3.4%	5.2%	1.5%	-19.0%	15.9%	8.9%
COc1ccc(OCC(O)Cn2c(N)nc3c2c(=O)[nH]c(=O)n3C)cc1 (stereo not drawn)	3.2%	-10.8%	-5.0%	3.6%	0.7%	i	2.7%	-13.6%
COc1cccc(OCCn2cc(C(C)=O)c3ccccc32)c1	12.1%	?	5.9%	-3.4%	14.5%	-41.3%[inhibitor]	14.2%	-26.2%
CC(C(=O)NCC(=O)Nc1ccc(F)c(F)c1F)N1CCN(Cc2ccc(C#N)cc2)CC1 (stereo not drawn)	-1.9%	15.0%	0.0%	7.4%	-1.1%	-19.1%	·	5.5%
O=C(NCC1CCCO1)c1ccc(NS(=O)(=O)c2ccccc2)cc1 (stereo not drawn)	12.7%	6.6%	2.8%	7.9%	1.2%	-29.7%	-12.0%	-14.6%
CCN(CC)C(=O)C1=C(C)N(CCC2=CCCCC2)C(=O)C(CC(=O)NC(c2ccccc2)c2ccccc2)C1 (stereo not drawn)	-0.2%	0.0%	9.1%	-8.3%	10.1%	-17.7%	?	-7.4%
OC[C@@H]1CN(Cc2ccncc2)C[C@H](n2cnc3c(NCc4ccco4)ncnc32)O1	8.9%	6.9%	-6.9%	-3.4%	0.7%	-2.6%	-5.4%	-8.4%
CC(C)CCNC(=O)COc1ccc2c(c1)C(=O)CC(C)(C)O2	4.8%	4.4%	-6.3%	0.1%	0.5%	-9.3%	-0.7%	-5.7%
SMILES	EPAC1 agonist	TDP43 rescue	EPAC2 ag	EPAC2 antagonist	aSyn yeast inh	PTHR1 agonist	FUS suppressor	EPAC1 antag
CC(=O)c1cc(F)c(N2CCN(c3ccc([N+](=O)[O-])cc3F)CC2)cc1C	0.1%	-10.7%	-1.6%	-0.4%	-17.2%	?	12.5%	1.1%
CS(=O)(=O)N1N=C(c2ccco2)CC1c1ccc(Cl)cc1 (stereo not drawn)	3.5%	4.6%	8.8%	-6.1%	12.0%	-20.4%	·	9.8%
COC(=O)c1ccc(C(=O)OC)c(NC(=O)/C=C/C(=O)O)c1	3.2%	26.2%	6.9%	3.1%	3.5%	-0.7%	6.0%	3.9%
CCCCOc1ccc(C2(C)NC(=O)N(C)C2=O)cc1 (stereo not drawn)	-1.1%	11.8%	2.0%	1.0%	-2.3%	i	-12.4%	-13.9%
CCN1C(=O)/C(=C\N(C)C)S/C1=N\S(=O)(=O)c1ccc(C)cc1	6.1%	15.3%	3.6%	0.5%	2.8%	i	20.1%	-12.1%
Cc1nn(CC(=O)O)c(=O)c2ccccc12	4.0%	-20.9%	8.3%	-3.9%	-4.1%	-1.3%[57.5 µM]	1.6%	-0.2%
O=C(Nc1ccccc1F)Nc1cc(Cl)ccc1-n1cncn1	3.5%	1.3%	9.0%	-0.1%	-4.5%	-3.2%	-4.8%	-2.3%
CO/N=C(/CS(=O)(=O)Cc1ccccc1Cl)c1ccc(Cl)cc1Cl	18.1%	17.3%	21.6%	-12.7%	-0.6%	i	-8.1%	-8.4%
Cc1noc(C)c1C1(O)CCCCCCCCCCC1	-19.9%	25.1%	-4.0%	-29.8%	13.0%	-19.6%	·	?
Cc1ccc(CNc2ncc(-c3ccc4c(c3)OCO4)n2C)cc1	-10.9%	9.3%	1.8%	-0.9%	2.9%	i	-5.8%	2.8%
COc1ccc(S(N)(=O)=O)cc1C(=O)OCC(=O)N1c2ccccc2NC(=O)C1(C)C	-8.9%	4.9%	5.8%	7.4%	5.6%	i	15.3%	-16.3%
COc1cc(C(=S)N2CCOCC2)ccc1OC(=O)c1ccccc1[N+](=O)[O-]	14.4%	21.9%	13.6%	-24.0%	1.8%	-30.3%[inhibitor]	30.5%	10.3%
Cc1nnc(SCC(=O)NCc2ccco2)[nH]c1=O	4.8%	6.5%	9.8%	-9.1%	6.6%	-14.3%	36.2%	-5.6%
C=C(C)C(=O)Nc1cccc(C2=NOC3(C2)C[C@@H](C(N)=O)N(C(=O)[C@H]2CCC(=O)N2)C3)c1 (stereo partly drawn)	17.4%	20.8%	12.2%	15.7%	0.7%	-23.1%	-7.5%	12.3%
CSc1ccc(CCNC(=O)CN2C(=O)COc3ccc(S(=O)(=O)N4CCCCCC4)cc32)cc1	·	-6.9%	·	·	-3.3%	-8.4%	?	·
CCCC(C(=O)NCC1CCCO1)N(C(=O)CNS(=O)(=O)c1ccccc1)c1ccc(F)cc1 (stereo not drawn)	-0.5%	-1.2%	1.0%	-0.8%	0.3%	i	22.7%	-25.5%
O=C(NCc1cccs1)C1CCCN(c2ncccn2)C1 (stereo not drawn)	9.1%	11.1%	3.8%	8.9%	-0.9%	i	16.5%	11.7%
CCN1CCN(c2ccc(S(=O)(=O)N3CCCCC3)cc2NC(=O)/C=C/c2ccc(OC(F)F)cc2)CC1	-1.9%	21.2%	0.7%	-9.7%	3.1%	-21.3%	?	-10.6%
COc1ccccc1-n1cc(-c2ccccc2)c2c(=S)nc[nH]c21	4.2%	7.0%	3.1%	3.6%	3.2%	i	9.1%	-21.1%
CC(C)C[C@H](NC(=O)c1nc[nH]c1C(=O)NCc1ccccc1)C(=O)OC(C)(C)C	-40.9%[inhibitor]	23.5%	-7.8%	-22.4%	6.4%	-35.4%[inhibitor]	?	-22.6%
COc1cc(CNCc2ccc(SC)cc2)cc(OC)c1	7.7%	-0.8%	-2.5%	-2.7%	-0.4%	-10.9%	11.7%	8.9%
CCOC(=O)N1CCC(NC(=O)CS(=O)Cc2nc(-c3ccc(C)cc3)oc2C)CC1 (stereo not drawn)	-15.0%	4.8%	-3.6%	-5.0%	1.6%	-17.3%	13.4%	6.4%
COc1cc(CNc2ccc(CNc3ncn[nH]3)cc2)cc(Cl)c1OCc1ccccc1	12.6%	21.2%	11.7%	-2.0%	0.4%	-15.6%	·	-14.9%

A portion of the library; the hit share may differ from the screen's.
